Source: PubChem BioAssay
Myeloid diff MLP – myeloid differentiation induction. ER-HoxA9 myeloid progenitors, lysozyme-GFP differentiation, flow cytometry. calls only at 10 µM. 360,000 compounds, 1% hits. AID 624256;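 active = normalized GFP-positive differentiation at or above the plate's own cutoff, the solvent-only control mean plus 3 SD; inconclusive = no clear call, values can overlap the other calls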;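 note: cells exposed to compound for four days before flow analysis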
XIAP antagonists – XIAP antagonists, biochemical, IAP family, fluorescence polarization (AID 1018); XIAP BIR domain, fluorescence polarization peptide displacement; higher % means a stronger effect; displacement, % at 20 µM, or IC50 in µM where a hit was titrated; 200,000 compounds, 0.007% hits; in the data active = displacement above about 50%; note: a part of the inactive calls stands beside numbers as strong as those of hits
Salmonella PhoP GFP – PhoP-dependent GFP reporter repression – Salmonella Typhimurium, primary screen (AID 1863); S. Typhimurium PhoP-regulated promoter GFP reporter, 4 h; higher % means a stronger effect; inhibition, % at 50 µM; hits with a dose series show IC50 in µM; 300,000 compounds, 0.16% hits;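 active = inhibition over 29.93%, a cutoff 3 SD above the screen mean, later confirmed by dose response; inconclusive = inhibition over 29.93% but no dose response follow-up; inactive = inhibition at most 29.93% or unconfirmed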;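 note: 0% = low Mg2+ inducing control and 100% = high Mg2+ repressing control; strong numbers were not always called active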
WT yeast gro inh – growth inhibition of WT yeast, mitochondrial fusion screen; inhibition, % at 10 µM; mitochondrial fusion phenotypic screen, WT strain; 190,000 compounds, 2.1% hits; AID 1362; in the data active = inhibition above about 58%; tested in S. cerevisiae
SIAH1 antagonists – Siah-1 peptide-binding antagonists, primary screen, biochemical, fluorescence polarization, rhodamine-plectin, uHTS (AID 1817); Siah-1 / rhodamine-plectin peptide fluorescence polarization; higher % means a stronger effect; 290,000 compounds, 0.02% hits; displacement, % at 20 µM; hits with a dose series show IC50 in µM;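 active = displacement of at least 50% at 20 µM, with a fluorescence ratio check between 0.3 and a set limit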;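 note: plate controls were Siah plus tracer with DMSO for no effect and tracer alone without Siah for full effect; strong numbers were not always called active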
PMI inhibitors – inhibitors of human PMI, primary screen, biochemical, fluorescence intensity, coupled assay (AID 1209). purified PMI enzyme, coupled fluorescence intensity; higher % means a stronger effect. inhibition, % at 20 µM, or IC50 in µM where a hit was titrated. 190,000 compounds, 0.42% hits;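 note: plate controls were DMSO vehicle for no effect and wells lacking substrate for full effect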
RSV antiviral HEp-2 – RSV antiviral activity via CPE protection, HEp-2 cells, primary 10 µM value included (AID 2391); 310,000 compounds, 0.13% hits; CPE inhibition, % at 10 µM; hits with a dose series show IC50 in µM; HEp-2 cells, RSV-induced CPE inhibition; higher % means a stronger effect; in the data active = a potency from the dose series; inconclusive = CPE inhibition mostly from about 23% at the one dose, without a potency; inactive = the rest, 99 in 100 with CPE inhibition below about 21%; note: strong numbers were not always called active
TNAP activation fold – human TNAP enzyme activators, primary screen, biochemical, luminescent, no phosphate acceptor, uHTS (AID 1001). purified TNAP, luminescent activation assay, no phosphate acceptor; higher activation fold means a stronger effect. activation fold at 20 µM, or EC50 in µM where a hit was titrated. 200,000 compounds, 0.03% hits; in the data active = activation fold from about 3, or a potency from the dose series; inactive = the rest, 99 in 100 with activation fold below about 1.6; note: many of its hits are not listed in these tables
PMI inhibition – human PMI inhibitors, high substrate, primary screen, biochemical, fluorescence intensity, high mannose 6-phosphate (AID 1220). inhibition, % at 20 µM; hits with a dose series show IC50 in µM. 190,000 compounds, 0.66% hits. recombinant PMI enzyme, coupled fluorescence intensity; higher % means a stronger effect
WT yeast gro inh mutant strain – recorded beside WT yeast gro inh, whose call it bears; inhibition, %; mitochondrial fusion phenotypic screen, mutant strain inhibition
Myeloid diff MLP GFP+ MAC1+ % – further read-out of Myeloid diff MLP, marked with its call; GFP+ MAC1+ double positive, %; measured here: differentiation confirmed by MAC1 staining
An asterisk follows results filed as active; i = inactive; ? = inconclusive; / = no result given; & = joins results of further samples. Cut-off read from the data, not from the text of the source, unless noted: active = inhibition above about 50%; inactive = the rest.

The opening 9 compounds, ahead of the listing:
Letters: A = Myeloid diff MLP; B = Myeloid diff MLP GFP+ MAC1+ %; C = XIAP antagonists; D = Salmonella PhoP GFP; E = WT yeast gro inh; F = WT yeast gro inh mutant strain; G = SIAH1 antagonists; H = PMI inhibitors; I = RSV antiviral HEp-2; J = TNAP activation fold; K = PMI inhibition
1	Cc1ccc(C(=O)n2cc(CCN3CCS(=O)(=O)CC3)c3ccccc32)cc1
  A: i	B: 0.9	C: -1.8%	D: 0.7%	E: 21.7	F: 4.4	G: 3.0%	H: 3.6%	I: 3.0%	J: 1.1	K: 7.3%
2	O=P(Oc1ccccc1)(Oc1ccccc1)C(Nc1ccccc1)c1ccccc1 (stereo unspecified)
  A: i	B: 0.5	C: -5.9%	D: 6.7%	E: 47.7	F: 1.3	G: 7.9%	H: 12.5%	I: 0.5%	J: 1.1	K: 5.5%
3	Cc1ccc(C(=O)C2CN(C)CC2C(=O)c2ccc(C)cc2)cc1 (stereo unspecified)
  A: i	B: 0.4	C: -2.4%	D: 4.7%	E: 5.2	F: -4.4	G: 4.1%	H: -6.2%	I: -1.8%	J: 1.1	K: -9.3%
4	CCOC(=O)C1C(=O)N(C)C2(C)CC1c1cc(OC)ccc1O2 (stereo unspecified)
  A: i	B: 2.8	C: -2.9%	D: 3.5%	E: 6.1	F: -10.0	G: 0.7%	H: -7.0%	I: 0.0%	J: 1	K: 4.3%
5	C=Cn1ccnc1P(=S)(c1ccc(Cl)cc1)c1nccn1C=C
  A: i	B: 0.5	C: -4.6%	D: -4.7%	E: 11.1	F: 17.1	G: 2.1%	H: 3.5%	I: 1.1%	J: 1	K: 4.0%
6	O=c1[nH]c2c(c(=O)n1C1CCCCC1)CCC2
  A: i	B: 0.9	C: -5.0%	D: 26.2%	E: -5.0	F: -2.2	G: 3.8%	H: 11.8%	I: 0.5%	J: 1.1	K: 9.8%
7	Cc1ccc2c(c1)=NC(=O)/C(=C/c1c(O)[nH]c(=O)[nH]c1=O)C=2
  A: i	B: 0.8	C: /	D: -2.3%	E: /	F: /	G: 11.5%	H: /	I: 10.8%	J: /	K: /
8	CNC(=O)OCc1n(C)cc[n+]1C
  A: i	B: 0.4	C: -6.3%	D: -12.5%	E: -9.2	F: 3.9	G: -1.5%	H: 20.7%	I: 0.9%	J: 1.1	K: 17.7%
9	Clc1ccc(CNCCc2ccc3c(c2)OCO3)cc1
  A: i	B: 0.2	C: /	D: 3.0%	E: /	F: /	G: 2.4%	H: /	I: -3.9%	J: /	K: /

The whole of this part, from the first entry:
Letters: A = Myeloid diff MLP; B = Myeloid diff MLP GFP+ MAC1+ %; C = XIAP antagonists; D = Salmonella PhoP GFP; E = WT yeast gro inh; F = WT yeast gro inh mutant strain; G = SIAH1 antagonists; H = PMI inhibitors; I = RSV antiviral HEp-2; J = TNAP activation fold; K = PMI inhibition
1	Cc1ccc(C(=O)n2cc(CCN3CCS(=O)(=O)CC3)c3ccccc32)cc1
  A: i	B: 0.9	C: -1.8%	D: 0.7%	E: 21.7	F: 4.4	G: 3.0%	H: 3.6%	I: 3.0%	J: 1.1	K: 7.3%
2	O=P(Oc1ccccc1)(Oc1ccccc1)C(Nc1ccccc1)c1ccccc1 (stereo unspecified)
  A: i	B: 0.5	C: -5.9%	D: 6.7%	E: 47.7	F: 1.3	G: 7.9%	H: 12.5%	I: 0.5%	J: 1.1	K: 5.5%
3	Cc1ccc(C(=O)C2CN(C)CC2C(=O)c2ccc(C)cc2)cc1 (stereo unspecified)
  A: i	B: 0.4	C: -2.4%	D: 4.7%	E: 5.2	F: -4.4	G: 4.1%	H: -6.2%	I: -1.8%	J: 1.1	K: -9.3%
4	CCOC(=O)C1C(=O)N(C)C2(C)CC1c1cc(OC)ccc1O2 (stereo unspecified)
  A: i	B: 2.8	C: -2.9%	D: 3.5%	E: 6.1	F: -10.0	G: 0.7%	H: -7.0%	I: 0.0%	J: 1	K: 4.3%
5	C=Cn1ccnc1P(=S)(c1ccc(Cl)cc1)c1nccn1C=C
  A: i	B: 0.5	C: -4.6%	D: -4.7%	E: 11.1	F: 17.1	G: 2.1%	H: 3.5%	I: 1.1%	J: 1	K: 4.0%
6	O=c1[nH]c2c(c(=O)n1C1CCCCC1)CCC2
  A: i	B: 0.9	C: -5.0%	D: 26.2%	E: -5.0	F: -2.2	G: 3.8%	H: 11.8%	I: 0.5%	J: 1.1	K: 9.8%
7	Cc1ccc2c(c1)=NC(=O)/C(=C/c1c(O)[nH]c(=O)[nH]c1=O)C=2
  A: i	B: 0.8	C: /	D: -2.3%	E: /	F: /	G: 11.5%	H: /	I: 10.8%	J: /	K: /
8	CNC(=O)OCc1n(C)cc[n+]1C
  A: i	B: 0.4	C: -6.3%	D: -12.5%	E: -9.2	F: 3.9	G: -1.5%	H: 20.7%	I: 0.9%	J: 1.1	K: 17.7%
9	Clc1ccc(CNCCc2ccc3c(c2)OCO3)cc1
  A: i	B: 0.2	C: /	D: 3.0%	E: /	F: /	G: 2.4%	H: /	I: -3.9%	J: /	K: /
10	CC(=O)n1cc(C=C2C(=O)NC(=O)NC2=O)c2ccccc21
  A: i	B: 1.6	C: /	D: 0.6%	E: /	F: /	G: 5.4%	H: /	I: 2.4%	J: /	K: /
11	CN1CCN(c2ccc([N+](=O)[O-])c(SCCO)c2)CC1
  A: i	B: 0.8	C: -19.5%	D: -1.3%	E: -7.5	F: -4.1	G: -1.9%	H: /	I: -1.7%	J: 0.9	K: /
12	O=c1oc2ccccc2c(O)c1C(c1ccc([N+](=O)[O-])cc1)c1c(O)c2ccccc2oc1=O
  A: i	B: 0.3	C: -26.8%	D: -8.8%	E: 2.1	F: 0.7	G: 17.1%	H: -3.6%	I: /	J: 1.1	K: 9.2%
13	COc1ccc(CN2CCCCC2c2cccnc2)cc1C (stereo unspecified)
  A: i	B: 1.1	C: 3.1%	D: -4.2%	E: 10.2	F: 12.7	G: -4.8%	H: -2.3%	I: 1.2%	J: 1.1	K: -1.5%
14	O=c1[nH]sc2cc(F)ccc12
  A: ?	B: /	C: -0.2%	D: -9.0%	E: 73.2*	F: 67.3*	G: 2.0%	H: 45.7%	I: /	J: 1.1	K: 39.2%
15	Cc1ccsc1C(=O)C1CCCN(Cc2sc(N(C)C)nc2Cl)C1 (stereo unspecified)
  A: i	B: 0.3	C: -8.6%	D: 5.6%	E: 22.7	F: 10.0	G: -1.1%	H: -8.9%	I: -1.8%	J: 1	K: -6.7%
16	CN1C(=O)/C(=C/C=C/c2ccco2)C(=O)NC1=S
  A: i	B: 2.8	C: /	D: -16.5%	E: /	F: /	G: 12.5%	H: /	I: -2.1%	J: /	K: /
17	CC(C)N(CCC(C(N)=O)(c1ccccc1)c1ccccn1)C(C)C (stereo unspecified)
  A: i	B: 1.3&1.1	C: -9.0%	D: 7.4%	E: 3.1	F: -13.1	G: 20.7%	H: -7.3%	I: 1.2%	J: 0.7	K: -8.5%
18	O=c1c2ccccc2[nH]c(=S)n1-c1ccc2c(c1)OCO2
  A: i	B: 1.5	C: 1.3%	D: 1.2%	E: 63.3*	F: -13.7*	G: 2.8%	H: -5.9%	I: 9.3%	J: 1.1	K: -4.6%
19	COc1cc(/C=N/NC(=O)Cn2c([N+](=O)[O-])cnc2C)ccc1OC(=O)N(C)C
  A: i	B: 7.0	C: -5.2%	D: -15.4%	E: -0.2	F: -3.0	G: 1.6%	H: 14.7%	I: 1.7%	J: 1	K: 7.3%
20	COc1ccccc1N1CCNCC1
  A: i	B: 0.9	C: /	D: -2.4%	E: /	F: /	G: 8.5%	H: /	I: -0.9%	J: /	K: /
21	O=c1[nH]c(N2CCN(Cc3ccc4c(c3)OCO4)CC2)nc2c1CCC2
  A: i	B: 1.2	C: -3.0%	D: 5.6%	E: -3.3	F: -0.1	G: 3.4%	H: 3.0%	I: 0.2%	J: 1.1	K: 2.7%
22	COc1ccc(-c2cc(=O)c3c(OC)c(OC)c(OC)cc3o2)cc1
  A: i	B: 3.7	C: 2.9%	D: -2.7%	E: 8.8	F: 5.2	G: -0.6%	H: 10.1%	I: 3.8%	J: 1	K: 1.6%
23	CS(=O)(=O)NNP(=O)(NNS(C)(=O)=O)NC(=O)c1ccccc1
  A: i	B: 0.4	C: /	D: 0.7%	E: /	F: /	G: 2.5%	H: /	I: -0.1%	J: /	K: /
24	CN1C(=O)N(C)C(=O)C2(Sc3ccccc3C2=O)C1=O
  A: i	B: 3.7	C: -2.4%	D: 4.9%	E: -21.2	F: -17.6	G: 3.4%	H: -6.9%	I: -0.9%	J: 1	K: -1.5%
25	O=C1NC(=O)N(Cc2ccccc2)C(=O)/C1=C\C=C\c1ccco1
  A: i	B: 1.7	C: -4.5%	D: -6.3%	E: -7.9	F: 0.5	G: 0.3%	H: -44.0%	I: -0.4%	J: 1	K: -74.4%

Some of the compounds tested. The share of hits here may be higher or lower than overall.
